GSTO1 inh = counter-screen for RBBP9 inhibitors: inhibitors of human GSTO1. P78417. recombinant GSTO1, activity-based probe fluorescence polarization. inhibition, % at 5.96 µM. 1.1% of 300,000 active;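 active = inhibition above the campaign mean inhibition plus 3 SD, cut at about 35% in these data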;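 note: 0% = GSTO1-1 with DMSO and 100% = wells lacking GSTO1-1 enzyme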
Target sequence (P78417 whole entry, looked up): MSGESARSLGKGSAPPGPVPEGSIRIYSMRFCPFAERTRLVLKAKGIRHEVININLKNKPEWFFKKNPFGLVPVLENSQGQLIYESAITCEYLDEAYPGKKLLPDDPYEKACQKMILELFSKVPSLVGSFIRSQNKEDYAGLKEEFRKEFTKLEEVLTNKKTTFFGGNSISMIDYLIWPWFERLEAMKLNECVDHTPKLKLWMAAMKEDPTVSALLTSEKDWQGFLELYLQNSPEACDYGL
LYPLA2 inh = counter-screen for PME1 inhibitors: inhibitors of human LYPLA2 | O95372 | recombinant LYPLA2, FP-Rh probe fluorescence polarization | inhibition, % at 5.9 µM | 0.38% of 320,000 active;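 active = inhibition above the screen-wide mean plus 3 SD, limit set per campaign, cut at about 26% in these data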;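 note: 0% = LYPLA2 with DMSO and 100% = wells lacking LYPLA2 enzyme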
LYPLA1 inh = blocks human lysophospholipase 1, a PME1 counter-screen; inhibition, % at 5.9 µM; recombinant LYPLA1, FP-Rh probe fluorescence polarization; O75608; 0.16% of 320,000 active;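 active = inhibition above the mean of all tested compounds plus 3 SD, set per campaign, cut at about 14% in these data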;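 note: inhibitors block serine hydrolase probe labeling of LYPLA1 so polarization falls; 0% = enzyme with DMSO and 100% = wells lacking LYPLA1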
PAFAH1B2 inh = inhibitors of human PAFAH1B2; P68402; inhibition, % at 3.39 µM; recombinant PAFAH1B2, FP-rhodamine activity probe, fluorescence polarization; 1.2% of 340,000 active;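 active = inhibition above the mean of all tested compounds plus 3 SD, cut at about 24% in these data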;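 note: 0% = enzyme with DMSO and 100% = wells lacking PAFAH1B2; many of its hits are not listed in these tables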
PAFAH1B3 inh = blocks human PAF acetylhydrolase 1B catalytic subunit 3; Q15102; recombinant PAFAH1B3, FP-rhodamine probe, fluorescence polarization; inhibition, % at 3.39 µM; 0.28% of 340,000 active; AID 492972;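 active = inhibition above the screen-wide average of all tested compounds plus 3 SD, cut at about 25% in these data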;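 note: 0% = enzyme with DMSO only and 100% = wells lacking PAFAH1B3 protein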
Target sequence (Q15102 whole entry, looked up): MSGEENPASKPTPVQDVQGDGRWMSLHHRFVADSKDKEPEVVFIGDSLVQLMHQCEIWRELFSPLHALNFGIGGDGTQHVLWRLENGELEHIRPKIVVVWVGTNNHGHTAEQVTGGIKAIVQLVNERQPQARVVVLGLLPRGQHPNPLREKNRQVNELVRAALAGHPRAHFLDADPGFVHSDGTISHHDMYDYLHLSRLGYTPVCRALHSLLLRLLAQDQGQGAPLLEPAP
PREPL inh = inhibitors of human prolyl oligopeptidase-like enzyme PREPL; AID 2751; inhibition, % at 5.96 µM; recombinant PREPL, fluorescence polarization activity-based probe; 0.68% of 320,000 active; in the data active = inhibition above about 43%;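 note: 0% = enzyme with DMSO and 100% = wells lacking enzyme; many of its hits are not listed in these tables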
PAD4 FP inh = PAD4 (human) enzyme inhibition; Q9UM07; recombinant PAD4, RCA probe fluorescence polarization; inhibition, % at 6.36 µM; 0.41% of 330,000 active;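 active = percent inhibition above a cutoff equal to the mean of all tested compounds plus 3 SD, cut at about 15% in these data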;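 note: 0% = PAD4 with RCA probe and DMSO and 100% = probe without PAD4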
PME-1 inh = blocks human protein phosphatase methylesterase 1 | Q9Y570 | AID 2130 | recombinant PME-1, FP-Rh probe fluorescence polarization | 0.53% of 320,000 active | inhibition, % at 5.9 µM;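 active = inhibition above the campaign mean of all compounds plus 3 SD, cut at about 26% in these data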;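 note: competitive labeling of PME-1 active site by serine hydrolase directed probe; 0% = PME-1 with DMSO and 100% = wells lacking PME-1 enzyme; inhibitors block probe labeling so polarization falls and inhibition rises; many of its hits are not listed in these tables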
pPAFAH FP inh = pPAFAH (human) enzyme inhibition; Q13093; recombinant pPAFAH, FP-rhodamine probe fluorescence polarization; inhibition, % at 3.39 µM; 1.5% of 330,000 active;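 active = inhibition above the mean inhibition across the screen plus 3 SD, cut at about 25% in these data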;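 note: inhibitors block binding of the rhodamine activity-based probe so polarization drops; 0% = enzyme with DMSO and 100% = wells lacking pPAFAH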
Target sequence (Q13093 whole entry, looked up): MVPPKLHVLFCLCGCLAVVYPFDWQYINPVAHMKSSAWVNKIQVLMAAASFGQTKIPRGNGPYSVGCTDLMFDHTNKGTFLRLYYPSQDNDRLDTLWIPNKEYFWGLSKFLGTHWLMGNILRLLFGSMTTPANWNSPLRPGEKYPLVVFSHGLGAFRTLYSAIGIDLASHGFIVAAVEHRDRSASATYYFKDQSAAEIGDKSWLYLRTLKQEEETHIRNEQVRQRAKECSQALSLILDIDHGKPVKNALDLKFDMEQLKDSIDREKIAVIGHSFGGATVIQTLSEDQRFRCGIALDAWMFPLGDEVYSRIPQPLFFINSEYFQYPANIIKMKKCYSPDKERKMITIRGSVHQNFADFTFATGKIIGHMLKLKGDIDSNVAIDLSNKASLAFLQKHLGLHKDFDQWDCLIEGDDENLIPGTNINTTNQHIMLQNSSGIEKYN
Starred values were filed as active, the others as inactive; · = no result given. These rows are one share of the data (hit frequency here may not be typical).

SMILES	GSTO1 inh	LYPLA2 inh	LYPLA1 inh	PAFAH1B2 inh	PAFAH1B3 inh	PREPL inh	PAD4 FP inh	PME-1 inh	pPAFAH FP inh
CCOC(=O)c1sc2nc(C)nc(SC(C)C(=O)NC3CC3)c2c1C (configuration not stated)	·	-7	-8	2	8	-3	-11	-5	-7
COc1ccc(C(=O)CCC(=O)NCc2cc(OC)cc(OC)c2)cc1	0	4	3	1	6	-3	-1	-6	6
OCCN1c2ccccc2CCc2ccccc21	-1	5	2	·	·	18	0	-1	7
CCCn1c(SCC(=O)Nc2c(CC)cccc2CC)nnc1C(C)C	9	-10	-3	4	4	2	-4	-1	-10
COc1cc(OC)cc(C(=O)N[C@H](C(=O)Nc2nnc(C3CC3)s2)C(C)C)c1	10	-1	-3	1	-4	-2	-3	-1	-2
CCOC(=O)[C@@H]1[C@H]2COc3cc(OC)ccc3[C@H]2N2C(=O)N(c3ccc(Cl)cc3)C(=O)[C@]12C	·	·	·	-2	3	-89	0	·	1
O=C(CNC1CCCCCC1)Nc1ccccc1N1CCCCC1	6	-4	-3	10	-10	5	3	-1	-1
CC(=O)c1cn(CCOc2ccccc2C)c2ccccc12	6	4	1	1	8	-12	5	1	4
Cc1cccc(-c2nc(C#N)c(N3CCCCC3)o2)c1	-6	3	-2	6	-10	14	1	2	6
O=C(O)c1ccc(Oc2c(C(F)(F)F)oc3cc(O)ccc3c2=O)cc1	5	3	3	0	3	3	4	2	3
COc1ccc(N(CC(=O)NN=C2CCCC2)S(=O)(=O)c2ccccc2)cc1Cl	4	-11	-6	-1	-9	2	-2	-5	1
O=C(c1cccc([N+](=O)[O-])c1)N1CCN(c2ccccn2)CC1	-3	-2	1	6	0	0	1	-2	2
Cc1cc(N2CCOCC2)ccc1/C=C\[N+](=O)[O-]	13	-6	-3	1	-7	5	-5	-6	6
COc1ccc(S(=O)(=O)N2CCOC2CNC(=O)C(=O)NCc2ccc3c(c2)OCO3)cc1OC (configuration not stated)	-7	5	-3	0	10	9	-7	2	-3
CCOC(=O)c1[nH]c(C)c(C(=O)NCc2ccc(C)cc2)c1C	2	-2	-1	7	3	-1	-1	0	2
O=C(COC(=O)C1CC1)Nc1ccc2c(c1)OCO2	0	5	0	-2	-2	0	-6	1	0
N=C1C(=O)OCC1c1ccccc1NC(=O)c1ccccc1 (configuration not stated)	3	2	-3	2	2	2	1	5	5
COc1ccc(N2CCN(CC(O)COc3ccc4c(c3)CCC4)CC2)cc1 (configuration not stated)	-2	4	4	6	4	22	-2	-1	0
Nc1nc(-c2cccnc2)nc2sc3c(c12)CCCC3	-12	-1	-2	3	10	8	-7	-4	0
O=C(NCC1CCOCC1)c1cc(COc2ccc(F)cc2F)on1	-1	7	3	1	0	9	-5	6	10
Cc1cc(OCC(=O)NCC2CCC(C(=O)O)CC2)c2c(C)c(Cc3ccccc3)c(=O)oc2c1 (configuration not stated)	-35	4	0	7	13	3	-4	-10	2
CCc1ccc(/C=N/NC(=O)c2cc(C)on2)s1	8	2	3	4	-2	0	-3	-4	2
COc1ccc(CCNC(=O)c2cnc3scc(C)n3c2=O)cc1OC	1	-1	0	0	6	0	1	0	0
COCCn1c(SCC(=O)N2CCCC2)nnc1C(C)C	13	-3	-4	2	7	12	-6	0	2
Cc1ccc(NS(=O)(=O)c2ccc(Cl)c(NC(=S)NC(=O)C3CCCCC3)c2)cc1Cl	-13	-49	-34	-26	-51	-4	1	-61	-24
COc1ccc(CCN2CC(C(=O)N3CCCCCC3)CCC2=O)cc1 (configuration not stated)	5	0	1	2	-7	1	-5	2	2
CCC(C)NS(=O)(=O)c1ccc(OCC(=O)NCc2ccc3c(c2)OCO3)cc1 (configuration not stated)	-5	0	-2	2	1	-8	0	0	13
CC(C)c1nnc(NC(=O)COc2ccccc2[N+](=O)[O-])s1	-9	5	2	·	·	1	0	-3	4
Cc1ccc(CN2C(=O)NC(Cc3c[nH]c4ccccc34)C2=O)cc1 (configuration not stated)	11	1	0	14	-5	-2	0	0	-1
O=C(CN1CCCC1)Nc1c(Cl)cccc1Cl	2	7	0	5	3	5	1	5	1
Cc1cccc(C2c3[nH]c4ccccc4c3CCN2C(=O)Cc2nc(-c3ccccc3)n[nH]2)n1 (configuration not stated)	-4	-17	-1	0	8	38	-4	-3	-7
CCn1c(/C=C/c2ccc(F)cc2)nc2ccccc2c1=O	-4	5	5	1	-1	-3	1	5	2
COC(=O)c1ccc(NC(=O)CSc2nncn2C)cc1	5	-4	3	4	1	8	-3	0	4
COc1ccc(S(=O)(=O)N2CCCCCC2)cc1C(=O)OCc1c(C)noc1C	-7	1	1	-2	3	-3	-1	13	2
C[n+]1ccc(C(=O)N/N=C/c2ccco2)cc1	2	4	4	2	6	0	-2	0	6
O=C(Nc1nccs1)c1ccc(S(=O)(=O)N2CCCCC2)cc1	3	2	4	3	1	-7	-5	-1	0
COCCNC(=O)CNC(=O)c1nn(-c2ccc(OC)c(Cl)c2)c(=O)c2ccccc12	1	8	-3	-1	18	8	1	-3	0
CCCc1nnc2n1N=C(c1ccc(OC)c(OC)c1)CS2	-6	1	0	-1	-2	-4	0	-1	-1
CC1CC(C)(C)OC(C[N+]2(C)CCCCC2)O1 (configuration not stated)	-3	-5	-1	3	5	9	-4	1	3
COc1cc(/C=N/N2CCN(c3ccccc3OC)CC2)ccc1O	8	5	1	4	-2	9	1	-1	0
O=C(O)c1ccc(NCc2cccnc2)cc1	-7	-7	0	-3	2	1	-3	0	4
Cc1ccc(NC(=O)CSc2nnc(-c3ccncc3)o2)cc1C	10	-3	0	·	·	1	-2	-1	-4
O=C(NNc1nc2cc3c(cc2s1)OCCO3)c1ccc(F)cc1	-5	1	-1	5	11	12	-4	7	13
CN(C)c1ccsc1C(=O)NNS(=O)(=O)c1ccc(Cl)cc1	2	0	-1	32*	2	2	-2	-7	-1
Cc1cc(=O)n(-c2ccccc2)n1C	·	·	·	-1	2	2	0	·	-1
CC(C(=O)NC1(C#N)CCCCC1)N(C)CC(=O)Nc1ccc(Cl)c(Cl)c1 (configuration not stated)	·	-10	-4	-6	0	42	-3	7	3
Cc1cccc(NC(=O)CSc2nc(C)c(CC(=O)c3ccc(Br)cc3)c(C)c2C#N)c1C	3	7	0	-2	3	5	-6	4	-2
Cc1nn(C)c(C)c1C(=O)NN	-4	4	0	1	4	6	1	0	-3
CCCCn1nc(CC(=O)O)c2ccccc2c1=O	-10	-3	-4	5	1	4	-2	-8	-4
COc1ccc(OC)c(Nc2nc(-c3sc(NC(=O)c4ccccc4)nc3C)cs2)c1	-5	-8	-15	·	·	3	-14	21	6
COc1ccc(CN(Cc2ccccn2)S(=O)(=O)c2ccc(-n3cnnn3)c(OC)c2)cc1	3	-4	2	-3	1	10	-1	5	-1
CCOC(=O)c1c(NC(=O)c2cccc(N3C(=O)CCC3=O)c2)sc2c1CCN(CC)C2	4	-6	-4	0	2	5	-8	9	8
O=c1cc(C(F)(F)F)[nH]c(=S)n1-c1ccccc1	7	-8	-1	0	4	-2	4	-1	-1
Cc1ccc(C(=O)Nc2cc3c(cc2Cl)OCCCO3)cc1	2	0	-2	1	14	0	3	-1	5
CCN(CC)S(=O)(=O)c1cccc(NC(=O)C2SC(=Nc3ccc(C)cc3C)C(C(=O)NC(C)COC)=C2N)c1 (configuration not stated)	-8	-20	-16	-6	-5	0	0	3	13
Cc1cc(C)c2c(=O)[nH]c(SCC(=O)NCCc3ccccc3)nc2n1	2	8	4	4	11	20	5	3	2
Cn1c(=O)n(C)c2cc(C(=O)Nc3ccc(Br)cc3)ccc21	7	-4	-9	-5	4	22	-1	-8	2
Cc1ccc(C(C)C)c(OCC(=O)N2CCOCC2)c1	3	8	1	1	-3	14	4	-5	-1
CC[N+](CC)(CCO)CCCN1C(=O)C2CC=C(Cl)CC2C1=O (configuration not stated)	-6	5	2	4	0	-1	2	-3	5
COC(=O)c1ccc(C23CC4(C2)[C@H](CN(CC2CCCCC2)[C@@H]4c2ccccc2)C3c2ccc(C(F)(F)F)cc2)cc1 (some centres not stated)	21	-1	-1	·	·	4	-3	-5	4

Copied from the list:
`CC[N+](CC)(CCO)CCCN1C(=O)C2CC=C(Cl)CC2C1=O` (configuration not stated) @ PAFAH1B3 inh = 0
`Cc1nn(C)c(C)c1C(=O)NN` @ PME-1 inh = 0
`COc1ccc(CN(Cc2ccccn2)S(=O)(=O)c2ccc(-n3cnnn3)c(OC)c2)cc1` @ PAFAH1B3 inh = 1
`CCOC(=O)c1c(NC(=O)c2cccc(N3C(=O)CCC3=O)c2)sc2c1CCN(CC)C2` @ GSTO1 inh = 4

The listing continues.
SMILES	GSTO1 inh	LYPLA2 inh	LYPLA1 inh	PAFAH1B2 inh	PAFAH1B3 inh	PREPL inh	PAD4 FP inh	PME-1 inh	pPAFAH FP inh
COc1cccc(COc2cc3ccccc3nc2C)c1	-6	5	-2	7	12	1	-1	-2	23
COc1ccc(S(=O)(=O)N2CCOC2CNC(=O)C(=O)NCCN2CCOCC2)cc1OC (configuration not stated)	2	0	0	0	5	-3	-1	4	8
Cc1c(C)[n+](=O)c(-c2ccc(Br)cc2)c(C)n1[O-]	2	-3	-1	3	2	3	2	-6	2
CCC(C(=O)NC1CCCC1)N(Cc1cccs1)C(=O)Cn1nnc(-c2ccc(OC)c(OC)c2)n1 (configuration not stated)	7	-4	0	0	0	-15	1	5	3
OCCOCCOc1ccc(-c2nn[nH]n2)cc1	7	4	2	6	2	0	-3	0	7
Cc1ccc(N2CC(C(=O)N/N=C/c3sccc3C)CC2=O)cc1 (configuration not stated)	2	-8	-1	-1	-2	3	-3	3	-5
O=C(NC1CCCC1)C1CCC(CNS(=O)(=O)c2ccc(F)cc2)CC1 (configuration not stated)	1	8	4	4	8	9	3	-2	10
COc1ccc(Cl)cc1NC(=O)CN(C)C(=O)c1cc(-c2ccncc2)nc2ccccc12	-9	-2	-3	-1	2	5	-3	-7	6
CC(C)=C1SC(N2CCN(c3cccc(C(F)(F)F)c3)CC2)=NC1=O	-1	4	-5	0	5	13	-6	4	-1
COCCNC(C(=O)Nc1ccc([N+](=O)[O-])cc1Br)c1ccccc1 (configuration not stated)	5	5	1	-1	5	2	-1	1	2
CCOc1cc(/C=N/NC(=O)C(=O)Nc2cc(Cl)ccc2C)ccc1O	5	-5	-1	-4	2	-2	-5	1	2
O=C(NCc1ccccn1)C1CCN(Cc2cnn(-c3ccccc3)c2-n2cccc2)CC1	9	-2	-1	4	2	7	2	1	1
O=C(NCCc1ccccc1F)[C@@H]1CSC2c3ccccc3C(=O)N21 (some centres not stated)	3	8	2	-3	-4	8	4	3	4
Cc1csc(CCc2nc(C)cs2)n1	3	-1	-1	3	7	-6	-1	-5	-1
CC(=O)Oc1ccc(N(C(C)=O)S(=O)(=O)c2cccs2)c2ccccc12	52*	0	-1	-3	1	16	-5	12	1
Cc1cccc(C)c1NC(=O)N1CCC(n2cnc3ccccc32)CC1	-1	3	-2	1	-5	2	5	-3	-8
CCOC(=O)Cc1csc(NC(=O)CN2CCN(c3ccccc3)CC2)n1	4	0	1	0	10	-2	0	0	3
Nc1nc(COc2ccc(F)cc2Cl)nc(N2CCCCC2)n1	3	3	0	3	4	5	0	5	1

Sorted by value in PME-1 inh (low to high): some entries from above.
canonical_smiles	PME-1 inh
Cc1csc(CCc2nc(C)cs2)n1	-5
OCCOCCOc1ccc(-c2nn[nH]n2)cc1	0
COCCNC(C(=O)Nc1ccc([N+](=O)[O-])cc1Br)c1ccccc1 (configuration not stated)	1
